# Compound activity as filed in PubChem.
# Pol kappa inh: qHTS for Inhibitors of Polymerase Kappa. purified Pol kappa, fluorescent DNA synthesis assay, 10 min. Potency, µM (highest dose often 107 µM), without a hit: at the highest dose activity, negative = inhibition, hits mostly inhibitors. hit rate 0.53% among 400,000. AID 588579, 2011; further: potency means the concentration at half of the fitted maximal effect; on the % scale 0 is the no-effect control and ±100 the full control effect
#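 50 nM final substrate added after 15 min RT preincubation of 10 nM Pol kappa with compound; fluorescence read at 0 and 10 min.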
# POLH inh: qHTS for Inhibitors of Polymerase Eta; DNA polymerase eta (Homo sapiens), Q9Y253; recombinant Pol eta, fluorescent DNA replication assay; Potency, µM (series often up to 114 µM), without a hit: at the top dose activity change, negative = inhibition, most hits filed as inhibitors; hit rate 1.2% among 390,000; AID 588591, 2011; further: potency means the concentration at half of the fitted maximal effect; on the % scale 0 is the no-effect control and ±100 the full control effect
#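 Pol eta (10 nM) was preincubated with compounds for 15 min at room temperature, after which fluorescent replication substrate (50 nM final) was added to start the reaction. Fluorescence was read kinetically at 0 and 10 min.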
# LDHA inh: qHTS assay for inhibitors of human lactate dehydrogenase; activity change, % (values are at about 110 or 230 µM); purified LDHA, NADH/diaphorase-resazurin fluorescence; active compounds read low; L-lactate dehydrogenase A chain (Homo sapiens), P00338; hit rate 0.15% among 480,000; in the data active means activity change below about -30%; inconclusive means mostly about -25% to -30%;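 further: plate controls were DMSO wells for no effect and wells without enzyme for full effect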
#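 LDH5 2 nM; NADH 0.06 mM, pyruvate 0.2 mM; 200 mM Tris pH 7.4, EDTA, Tween-20; 5 min RT. Detection: diaphorase 0.133 mg/mL + resazurin 37 µM, fluorescence ex540/em590 at 0 and 20 min; normalized to enzyme-free and DMSO wells.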
# Pol beta inh: qHTS Assay for Inhibitors of DNA Polymerase Beta | Potency, µM (titrated, usually from 114 µM), inactives show top-dose activity change, negative = inhibition, hits mostly inhibitors | Pol beta primer extension/strand displacement, fluorescence kinetic | hit rate 1.3% among 340,000 | AID 485314, 2010; further: potency means the concentration at half of the fitted maximal effect; on the % scale 0 is the no-effect control and ±100 the full control effect
#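 Pol beta (10 nM) and compounds were preincubated 15 min at room temperature, then 50 nM substrate (final) started primer extension/strand displacement. Reads were taken at 0 and 10 min; concentration-response data were fitted to a four-parameter Hill equation.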
# Apoferritin bind: qHTS Assay for Identification of Novel General Anesthetics; hit rate 0.074% among 350,000; Potency, µM (highest dose often 77.5 µM), for the others: top-dose activity change, negative = displacement, actives largely listed as inhibitors; Ferritin light chain (Equus caballus), P02791; apoferritin/1-aminoanthracene competitive binding, fluorescence; further: potency means the concentration at half of the fitted maximal effect; on the % scale 0 is the no-effect control and ±100 the full control effect; nearly all actives have a fitted effect of over 20% in size
#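 Horse-spleen apoferritin (10 uM) was mixed with 50% saturated 1-aminoanthracene in PBS, exposed to compounds for 10 min at room temperature, and read for fluorescence (ex 380 nm, em 535 nm). Competitive displacement was fitted with a four-parameter Hill equation.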
# 12-LOX inh: Primary qHTS assay for inhibitors of human arachidonate 12S-lipoxygenase (ALOX12): Round 2. Polyunsaturated fatty acid lipoxygenase ALOX12 (Homo sapiens), P18054. purified 12hLO, xylenol orange hydroperoxide absorbance. Potency, µM (doses to about 108 µM), without a hit: at the highest dose activity change, negative = inhibition, actives largely listed as inhibitors. hit rate 1.1% among 580,000. AID 1671190, 2021; further: potency means the concentration at half of the fitted maximal effect; on the % scale 0 is the no-effect control and ±100 the full control effect
#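 Purified human 12hLO (150 nM final) in 25 mM Hepes, 0.01% Triton X-100, pH 7.0 was preincubated 15 min at room temperature with compound. Then 40 uM arachidonic acid was added, 30 min. Hydroperoxide was read by Fe-XO absorbance ratio 573/405 nm.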
# ERG-DNA inh: qHTS for Small Molecule Inhibitors of the ERG Ets/DNA interaction; Transcriptional regulator ERG (Homo sapiens), P11308; fluorescence polarization, His-ERG Ets domain / labelled DNA; Potency, µM (top dose mostly 76.9 µM), for inactives: at the top dose FP activity, negative = inhibition, usual class: inhibitors; hit rate 0.028% among 370,000; AID 624246, 2012; active means well fitted inhibition curve with a large enough effect in the polarisation, with a control signal flat; inconclusive means small, poorly fitted or top-dose-only effect, or effect the other way, or a change in a side signal; inactive means no such curve, though single readings can be large or run the other way; the % refers to the polarisation;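 further: polarization taken with two DNA probes labelled with fluorescein and Texas red; potency means the concentration at half of the fitted maximal effect; % of control where 0% means no effect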
# Target sequence (P11308 whole entry, looked up, the tested form may be a part): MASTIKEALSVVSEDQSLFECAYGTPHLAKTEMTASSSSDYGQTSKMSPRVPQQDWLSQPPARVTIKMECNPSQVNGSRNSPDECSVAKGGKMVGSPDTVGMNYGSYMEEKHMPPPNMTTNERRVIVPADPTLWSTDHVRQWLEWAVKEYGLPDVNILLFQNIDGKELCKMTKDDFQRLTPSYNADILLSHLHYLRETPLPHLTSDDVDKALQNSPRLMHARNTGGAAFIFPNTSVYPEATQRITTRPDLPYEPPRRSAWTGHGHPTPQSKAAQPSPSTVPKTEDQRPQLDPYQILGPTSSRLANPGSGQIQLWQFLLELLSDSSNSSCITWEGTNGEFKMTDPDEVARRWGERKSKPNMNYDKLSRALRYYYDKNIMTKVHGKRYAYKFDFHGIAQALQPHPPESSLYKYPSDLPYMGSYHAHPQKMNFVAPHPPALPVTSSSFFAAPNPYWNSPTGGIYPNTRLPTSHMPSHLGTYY
#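 His-tagged ERG Ets domain (1 uM in the protein solution; 300mM KCl, 50mM Tris-HCl, 1mM EDTA, 1mM DTT, pH 7.5) received compound, then a probe mix of 5 nM fluorescein-DNA and 100nM Texas-615-DNA. Fluorescence polarization was read for both dyes.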
# RGS4 inh: Inhibitors of Regulator of G Protein Signaling (RGS) 4: qHTS; Transcreener GDP fluorescence polarization, RGS4-accelerated GTP hydrolysis; Potency, µM (series often up to 114 µM), for the others: at the top dose activity change, negative = inhibition, usual class: inhibitors; hit rate 0.039% among 390,000; AID 504845, 2011; further: potency means the concentration at half of the fitted maximal effect; on the % scale 0 is the no-effect control and ±100 the full control effect; nearly all actives have a fitted effect of over 75% in size; some results filed as inactive show a strong effect at the top dose
# Target sequence (P49798 whole entry, looked up): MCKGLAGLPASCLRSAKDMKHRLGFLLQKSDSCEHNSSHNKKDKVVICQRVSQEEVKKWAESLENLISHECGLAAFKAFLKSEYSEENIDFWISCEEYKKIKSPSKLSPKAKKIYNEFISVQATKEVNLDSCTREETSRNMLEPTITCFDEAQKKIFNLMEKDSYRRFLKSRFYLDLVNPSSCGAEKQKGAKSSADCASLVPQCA
#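 MLSMR compounds (23 nl, pin-transferred) preincubated 10 min at room temperature with a 500nM (2x) first reagent, then RGS4 at 900nM (2x) plus Transcreener GDP mix added; fluorescence polarization (620/688 nm) read before and after 90 min at 30 °C.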
# APE1 inh: qHTS Assay for Inhibitors of the Human Apurinic/apyrimidinic Endonuclease 1 (APE1) | DNA repair nuclease/redox regulator APEX1 (Homo sapiens), P27695 | recombinant APE1, TAMRA/BHQ-2 abasic DNA cleavage fluorescence | Potency, µM (top dose mostly 65.8 µM), for the others: top-dose activity change, negative = inhibition, hits mostly inhibitors | hit rate 0.35% among 350,000 | AID 2517, 2012;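 further: potency means the concentration at half of the fitted maximal effect; plate controls were vehicle for no effect and reference inhibitor for full effect; nearly all actives have a fitted effect of over 55% in size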
# Target sequence (P27695 whole entry, looked up): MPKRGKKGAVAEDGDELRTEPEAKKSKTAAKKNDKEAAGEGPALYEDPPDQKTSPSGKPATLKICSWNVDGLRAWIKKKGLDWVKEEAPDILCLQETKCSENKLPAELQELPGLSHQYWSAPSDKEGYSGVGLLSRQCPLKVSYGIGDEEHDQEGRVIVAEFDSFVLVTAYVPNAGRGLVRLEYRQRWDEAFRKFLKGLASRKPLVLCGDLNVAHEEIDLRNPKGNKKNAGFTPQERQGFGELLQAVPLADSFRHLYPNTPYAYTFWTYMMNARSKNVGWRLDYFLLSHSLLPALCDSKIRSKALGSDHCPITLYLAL
#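 Endonuclease cleavage of a quenched abasic-site DNA duplex (50 nM) by APE1 (0.75 nM) was tracked by TAMRA dequenching. Compounds were preincubated with enzyme 15 min at room temperature; data normalized to buffer-only and DMSO wells plus NSC13755 control.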
# Active calls of the source: *; ? = inconclusive; / = no result given; & = joins results of further samples; [ ] = dose if it differs, or a comment. Unless noted, the call rests on the fitted dose curve; in most records, active means well fitted curve in the direction sought with a large enough effect; inconclusive means small, poorly fitted or top-dose-only effect, or another doubt; inactive means no such curve, though single readings can be large; an effect the other way counts as inactive or inconclusive. These rows are one share of the data. The share of hits here may be higher or lower than overall.
SMILES,Pol kappa inh,POLH inh,LDHA inh,Pol beta inh,Apoferritin bind,12-LOX inh,ERG-DNA inh,RGS4 inh,APE1 inh
Cc1c(CCO)c(=O)[nH]n1S(=O)(=O)c1ccc(F)cc1,-2.1%,-6.2%,0.5,17.9%,0.8%,13.5%,4.8%,15.7%,4.4%
COc1ccc(NS(=O)(=O)c2cc(NC(=O)c3ccccn3)ccc2OC)cc1Br,-0.3%,-21.5%,-0.3,/,/,-6.1%,21.5%,-15.7%,-3.8%
Cc1ccc(-c2nn(CC(=O)NCC3CCCO3)c(=O)c3ccccc23)cc1 (centres undefined),0.9%,-3.0%,-7.6,1.0%,?,-13.3%,-1.6%,-7.9%,-2.9%
CCOc1ccccc1CN1CCNC(=O)C1CC(=O)NC1CCCCC1 (centres undefined),-11.7%,-9.9%,-2.5,-1.5%,-10.0%,-0.1%,11.1%,15.8%[11.4 µM],5.2%
COc1ccc(C(=O)Nc2ccc(S(=O)(=O)N3CCOCC3)cc2)cc1,2.1%,-13.0%,-3.6,/,/,145.8%[activator],-1.2%,-26.7%,/
COc1ccccc1NS(=O)(=O)c1cc(NC(=S)NCC2CCCO2)ccc1C (centres undefined),-3.2%,-16.1%,-4.7,19.8%,-7.4%,-15.0%,3.1%,-6.6%,-8.6%
Cc1ccc(C)c(N2CCN(c3nccn4nc(-c5ccc(Br)cc5)cc34)CC2)c1,8.2%,-9.3%,-6.2,10.3%,5.7%,-18.0%,-1.5%,6.7%,/
O=C(Cc1cccc(NC(=O)C2CCCN(C(=O)CCc3ccccc3)C2)c1)Nc1cccc(C(=O)N2CCCC2)c1 (centres undefined),-16.7%,-5.6%,-11.6,/,/,?,-5.4%,6.8%,0.6%
O=S1c2ccccc2Oc2ccccc21,-19.5%,-1.9%,-8.7,/,/,-3.4%,-0.9%,3.1%,/
Cc1cc2[nH]ncc2cc1NC(=S)NC(=O)c1ccccc1,-14.7%,-11.9%,1.0,2.0%,-20.1%,-10.8%,-8.9%,?,-4.6%
CC(C)/C(=N\NS(=O)(=O)c1ccc(Br)cc1)c1cccs1,-13.2%,-3.6%,-7.9,4.7%,-15.4%,?,-1.9%,?,-0.5%
COC(=O)c1ccccc1NC(=O)c1ccc(COc2ccc3c(c2)CCC3)cc1,-7.2%,-11.5%,-2.6,14.4%,-4.4%,2.8%,-0.9%,-10.3%,-2.8%
Cc1cc(C(=O)NCc2cccs2)nn1C,-9.9%,-2.2%,-9.8,5.8%,43.4%[activator],0.0%,2.0%,8.7%,10.0%
COc1ccc(/C=N/N2CCN(c3ccc(Cl)cc3)CC2)cc1,2.4%,4.4%,-7.1,-1.2%,-12.6%,-4.7%,12.2%,-2.4%,33.1%
CC(C)Cn1cc(NC(=O)NCc2ccc(Cl)cc2)c2ccccc2c1=O,-12.1%,-5.8%,10.5,-14.8%,-13.1%,-18.4%,0.6%,-20.0%,/
CCSc1cc(N2CCOCC2)nc(-c2ccc(Cl)cc2)n1,-6.5%,-17.6%,-1.7,5.3%,-3.1%,-2.6%,2.5%,-12.0%,-6.7%
CCc1ccc(NC(=O)C2CCCN(S(=O)(=O)c3cccs3)C2)cc1 (centres undefined),-3.4%,-2.9%,-4.6,-2.1%,-9.7%,?,-4.5%,-6.3%,47.4%[activator]
c1ccc(OCCSc2nc3ccccc3o2)cc1,-7.3%,7.6%,-3.0,13.1%,-11.0%,-17.9%,/,24.4%,-5.4%
O=C(NCc1ccccc1)N1CCOCC1,4.5%,8.4%,-2.0,18.4%,9.7%,-0.5%,11.8%,-0.2%,3.2%
C=C(C)CSc1nnc([C@H](CCSC)NC(=O)OC(C)(C)C)o1,4.7%,-21.2%,-3.1,-2.6%,-22.2%,-2.4%,-12.8%,-2.9%,-3.3%
CSc1nc2oc3c(c2c2nncn12)CC(C)(C)SC3,-20.1%,-15.7%,1.0,17.3%,-3.8%,?,1.9%,18.6%,-10.3%
COc1cc([N+](=O)[O-])ccc1NC(=O)NCC1CCN(Cc2ccc(Cl)cc2)CC1,-14.4%,-12.0%,0.9,11.1%,-2.6%,-32.6%,0.2%,-21.2%,-11.4%
CCn1c(=NC(=O)CSC(C)=O)sc2cc(OC)ccc21,0.4%,-2.0%,0.6,23.4%,-5.1%,0.6%,9.3%,-3.0%,-1.3%
CN(C)c1ccc(N2C(=NC(=O)CCC3CCCC3)SC3CS(=O)(=O)CC32)cc1 (centres undefined),6.3%,-16.8%,-0.5,6.3%,-6.4%,3.0%,-9.1%,-7.5%,27.9%
COc1ccccc1NC(=O)c1c(NCc2ccc(OC)c(OC)c2OC)sc2c1CCCC2,-10.6%[60.1 µM],-5.4%,4.7,?,-1.8%,-20.0%,-1.4%,-30.3%,/
Cc1ccc(C)c(NC(=O)c2ccc3c(O)c(S(=O)(=O)c4ccc(Cl)cc4)c(=O)[nH]c3c2)c1,-6.0%,3.0%,-2.6,32.1%,-7.4%,?,3.8%,-1.6%,/
Cc1cc(N2CCN(c3ccccc3)CC2)nc(-c2ccccc2O)n1,-14.3%,-8.2%,-13.1,1.0%,-13.2%,9.1%,-11.8%,-14.1%[56.9 µM],12.2%
CC(O)c1nc2ccccc2n1CC(=O)Nc1ccc2c(c1)OCCO2 (centres undefined),-5.9%,-18.4%,-0.5,28.0%,1.5%,-4.4%,4.9%,-20.4%,10.1%
CC(CCc1ccc(O)cc1)NC1c2ccccc2-c2ccccc21 (centres undefined),-23.9%,-27.7%,-1.7,-20.1%,-18.9%,?,-3.9%,-7.0%,-7.6%
COc1ccc(S(=O)(=O)N(CC(=O)NCc2ccco2)c2ccc(C)cc2)cc1OC,-39.9%,2.7%,-4.2,0.3%,-7.5%,-10.1%,16.6%,-14.7%,0.5%
COC(=O)c1nc2ccc(N3CCOCC3)cc2c(C)c1C(=O)OC,-6.8%,-26.1%,8.4,1.6%,312.2%[activator],-23.0%,6.1%,-19.0%,-2.7%
Cc1cc(C)cc(NC(=O)c2ccc3c(O)c(S(=O)(=O)c4ccccc4)c(=O)[nH]c3c2)c1,-11.5%,7.0%,-11.1,-17.2%,-5.1%,-27.8%,6.4%,1.4%,/
N#Cc1ccccc1OCC(=O)NNC(=O)CCNC(=O)c1ccccc1,-7.2%,4.5%,-1.5,/,/,-3.0%,12.1%,5.2%,-10.3%
CC(Sc1nc2ccccc2c(=O)n1CCCN1CCOCC1)C(=O)N1CCc2ccccc21 (centres undefined),-13.6%,-10.2%,-0.9,/,/,1.9%,-6.8%,1.0%,/
c1cncc(CNCc2ccco2)c1,-7.7%,-5.6%,0.9&-4.7,-21.9%,6.7%,?,5.1%,-10.7%,61.6%[activator]
CCOC(=O)CN(C(=O)CSc1nnc(COc2ccc(OC)cc2)n1CC)c1ccccc1,-3.5%,-15.9%,-3.6,-20.8%,-2.9%,-12.6%,-8.8%,1.6%,3.0%

# Entries of single compounds, looked up by structure.
# `c1cncc(CNCc2ccco2)c1` is entered as Pol kappa inh = -7.7%; POLH inh = -5.6%; LDHA inh = 0.9&-4.7; Pol beta inh = -21.9%; Apoferritin bind = 6.7%; 12-LOX inh = ?; ERG-DNA inh = 5.1%; RGS4 inh = -10.7%; APE1 inh = 61.6%[activator]
# `CC(O)c1nc2ccccc2n1CC(=O)Nc1ccc2c(c1)OCCO2` (centres undefined) is entered as Pol kappa inh = -5.9%; POLH inh = -18.4%; LDHA inh = -0.5; Pol beta inh = 28.0%; Apoferritin bind = 1.5%; 12-LOX inh = -4.4%; ERG-DNA inh = 4.9%; RGS4 inh = -20.4%; APE1 inh = 10.1%

# (list continues)
SMILES,Pol kappa inh,POLH inh,LDHA inh,Pol beta inh,Apoferritin bind,12-LOX inh,ERG-DNA inh,RGS4 inh,APE1 inh
COc1ccc(C2CCCN2C(=S)Nc2cccc(Cl)c2)cc1OC (centres undefined),6.9%,-8.3%,-3.3,-1.7%,-4.6%,-6.6%,10.3%,14.2%,-5.6%
O=C(Nc1ccc(NC(=O)C2CCCCC2)nc1)c1cccs1,2.8%,-8.4%,-3.6,-27.2%,?,-7.4%,8.0%,-6.2%,-0.7%
Cn1c(=O)c2cc(S(=O)(=O)NCCC(=O)Nc3ccc(F)cc3F)ccc2n(C)c1=O,9.9%,-4.8%,-3.1,-12.4%,-4.6%,9.1%,0.4%,-6.7%,10.5%
CC(C)C1N=C2c3ccccc3N=C(SCC(=O)c3ccc(O)c(O)c3)N2C1=O (centres undefined),20µM*,2.24µM*,8.4,-14.2%,?,/,-9.2%,-44.4%,?
O=C(COc1ccc(F)c(Cl)c1)c1ccc[nH]1,-17.7%,?,-5.7,-7.4%,?,0.0%,1.4%,-4.9%[11.4 µM],-1.4%
